# CHRM5 PAM: human M5 muscarinic receptor positive allosteric modulators, primary screen, CHO-K1 cells, Fluo-8 calcium fluorescence. Muscarinic acetylcholine receptor M5 (Homo sapiens), P08912. CHO-K1 hM5, ACh EC20 PAM; 0% = ACh EC20, 100% = ACh EC100. activation, % at 3 µM. actives 0.3% (n = 360,000);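 active = activation above the run cutoff, the mean activation of all test compounds plus 3 SD, cut at about 18% in these data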
# Target sequence (P08912 whole entry, looked up): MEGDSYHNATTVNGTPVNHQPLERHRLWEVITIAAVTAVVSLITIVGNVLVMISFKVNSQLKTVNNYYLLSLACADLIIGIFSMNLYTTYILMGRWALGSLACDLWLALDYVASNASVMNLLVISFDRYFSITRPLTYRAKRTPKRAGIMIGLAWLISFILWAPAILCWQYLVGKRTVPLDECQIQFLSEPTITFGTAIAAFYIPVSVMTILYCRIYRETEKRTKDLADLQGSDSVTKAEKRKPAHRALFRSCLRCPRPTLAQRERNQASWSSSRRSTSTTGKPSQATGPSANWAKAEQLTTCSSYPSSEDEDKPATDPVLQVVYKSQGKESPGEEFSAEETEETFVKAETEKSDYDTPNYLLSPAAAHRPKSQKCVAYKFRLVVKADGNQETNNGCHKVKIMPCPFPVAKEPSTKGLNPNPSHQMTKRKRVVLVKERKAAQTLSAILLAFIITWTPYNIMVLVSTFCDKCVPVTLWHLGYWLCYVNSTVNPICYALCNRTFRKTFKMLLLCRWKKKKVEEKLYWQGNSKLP
#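 Assay system – human M5 receptor in CHO-K1 cells · Read-out – % activation, ACh-normalized · Technique – Fluo-8 calcium fluorescence · Dosing – single-point, 3 µM nominal · Incubation – Fluo-8 loading 80 min at 37 °C plus 30 min room temperature · Repeats – singlicate, one well per test compound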
# CHO-K1 Ca PAM: nonselective calcium activators in parental CHO-K1 cells, primary screen, counter-screen for M1 PAM project, cell-based, Fluo-8 calcium fluorescence, full deck, 1536-well | activation, % at 3 µM | actives 0.02% (n = 360,000) | ATP EC20; 0% at ATP EC20, 100% at ATP max;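 active = activation above the run cutoff, the mean activation of all test compounds plus 3 SD, cut at about 40% in these data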;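 note: peak over basal fluorescence ratio in a 140 s read after ATP addition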
# CHRM4 antagonist: human M4 muscarinic receptor antagonists, primary screen, CHO cells, Fluo-8 calcium fluorescence. CHO-hM4 cells, ACh EC80. inhibition, % at 3 µM. actives 0.73% (n = 360,000). AID 624125, 2012;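 active = inhibition above its plate's cutoff, the mean inhibition of sample wells plus 3 SD, cut at about 27% in these data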;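 note: 0% = acetylcholine EC80 with DMSO and 100% = DMSO without agonist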
# M4 PAM: human M4 muscarinic receptor positive allosteric modulators, primary screen, CHO-K1 cells, Fluo-8 calcium fluorescence; AID 624126, 2012; activation, % at 3 µM; Muscarinic acetylcholine receptor M4 (Homo sapiens), P08173; actives 0.4% (n = 360,000); CHO-K1 hM4/Gqi5, ACh EC20; 0% = ACh EC20, 100% = maximal ACh;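 active = activation above its plate's cutoff, the mean activation of sample wells plus 3 SD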; note: some results filed as inactive read as strong as hits
# M5 ag: human M5 muscarinic receptor agonists, primary screen, CHO-K1 cells, Fluo-8 calcium fluorescence; Muscarinic acetylcholine receptor M5 (Homo sapiens), P08912; CHO-K1 hM5 cells; 0% DMSO wells, 100% maximal acetylcholine response; activation, % at 3 µM; actives 0.19% (n = 360,000);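 active = activation above the run's mean over test compounds plus 3 SD, cut at about 23% in these data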;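 note: signal is peak over basal fluorescence ratio across the kinetic read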
# M1 ag parental: counter-screen for M1 agonists: effect in parental CHO-K1 cells; Fluo-8 calcium fluorescence; scaled to maximal ATP response, vehicle zero; activation, % at 3 µM; actives 0.48% (n = 360,000); in the data active = activation above about 15%;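 note: untransfected CHO-K1 host cells lacking M1 receptor as counterscreen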
# M5 antag: human M5 muscarinic receptor antagonists, primary screen, CHO cells, Fluo-8 calcium fluorescence | actives 0.59% (n = 360,000) | CHO-hM5 cells, ACh EC80 | inhibition, % at 3 µM | AID 624040, 2012 | Muscarinic acetylcholine receptor M5 (Homo sapiens), P08912;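 active = inhibition above a per-plate cutoff, the mean of that plate's test compounds plus 3 SD, cut at about 27% in these data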;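 note: 0% = acetylcholine EC80 with DMSO and 100% = DMSO without agonist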
# CHRM4 agonist: human M4 muscarinic receptor agonists, primary screen, CHO-K1 cells, Fluo-8 calcium fluorescence. CHO-K1 hM4/Gqi5; vehicle 0%, full acetylcholine response 100%. activation, % at 3 µM. actives 0.14% (n = 360,000). AID 624127, 2012;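 active = activation above the run mean over all test wells plus 3 SD, cut at about 32% in these data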;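 note: peak over basal fluorescence ratio per well then scaled between controls; 0% = DMSO wells and 100% = acetylcholine at EC100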
# CHO-K1 Ca antag: counter-screen for M1 antagonists: effect in parental CHO-K1 cells. ATP-induced calcium, Fluo-8 fluorescence. actives 0.6% (n = 360,000). inhibition, % at 3 µM;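 active = inhibition above a per-plate cutoff, the plate's mean sample inhibition plus 3 SD, cut at about 24% in these data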;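 note: 0% = DMSO plus EC80 ATP and 100% = DMSO alone without ATP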
# An asterisk follows results filed as active.
SMILES,CHRM5 PAM,CHO-K1 Ca PAM,CHRM4 antagonist,M4 PAM,M5 ag,M1 ag parental,M5 antag,CHRM4 agonist,CHO-K1 Ca antag
COc1ccc(C2C(C#N)=C(N)Nc3nc4ccccc4n32)cc1 (configuration not stated),-9,-7,4,-3,4,1.6,0,7,16
CCOc1cc(/C=C(\C#N)C(=O)NCC2CCCO2)ccc1O (configuration not stated),8,-11,6,-1,0,0.6,4,0,19
CCc1ccccc1N(CC)C(=O)CCc1nc(-c2ccc(C)cc2)no1,-2,8,2,-7,-4,0.3,-1,0,-2
C/C(=N/NC(=O)c1ccncc1)c1ccc(NC(=O)c2ccc(Cl)cc2Cl)cc1,-3,7,-6,0,-2,4.3,3,8,-22
CCCC[C@@H]1C=C(C(=O)O)[C@H](c2ccc(Cl)cc2)N1S(=O)(=O)c1ccc(C)cc1,1,2,6,-1,1,0.4,-3,0,5
O=C(COC(=O)C1=COCCO1)Nc1ccccc1Oc1ccccc1,0,11,2,6,-2,0.7,1,0,2
O=C1/C(=C/c2cccs2)Sc2ccccc21,1,11,-2,3,0,0.7,-1,0,-9
Cn1c(NCc2cccnc2)nc2cc(-c3cccc(C(F)(F)F)c3)sc2c1=O,1,7,-13,11,0,-0.1,-2,1,-14
N#CC(C#N)=CN=c1ccn(Cc2ccc(Cl)cc2Cl)cc1,-5,28,11,-6,-23,0.7,11,0,-19
CC(=O)N(Cc1ccccc1)c1ncc2c(n1)c(=O)c(C#N)c1ccccn12,-1,-12,-10,16,0,0.1,7,0,13
O=C(/C=C/c1ccc(F)cc1)N1CCCc2ccccc21,-8,0,4,-7,-1,1.1,1,1,-5
CC(=C1C(=O)c2ccccc2C1=O)N1CCN(Cc2ccccc2)CC1,-1,-1,3,0,-3,0.4,5,-3,8
COc1cc(OC)c(C(=O)NCc2ccc3c(c2)OCO3)cc1OC,-2,15,1,4,1,1.5,3,3,-3
CN(C)c1ccc(-c2noc(C3CCN(C(=O)Nc4ccc(Cl)cc4)CC3)n2)cc1,11,13,4,8,10,0.7,-20,1,-4
CCOC(=O)C1(Cc2ccc(OC)cc2)CCN(C(=O)CCn2cccn2)CC1,1,21,-3,7,-1,1.8,3,4,-18

# One compound at a time, as listed above.
# N#CC(C#N)=CN=c1ccn(Cc2ccc(Cl)cc2Cl)cc1 in the list: CHRM5 PAM: -5; CHO-K1 Ca PAM: 28; CHRM4 antagonist: 11; M4 PAM: -6; M5 ag: -23; M1 ag parental: 0.7; M5 antag: 11; CHRM4 agonist: 0; CHO-K1 Ca antag: -19
# CCOc1cc(/C=C(\C#N)C(=O)NCC2CCCO2)ccc1O (configuration not stated) in the list: CHRM5 PAM: 8; CHO-K1 Ca PAM: -11; CHRM4 antagonist: 6; M4 PAM: -1; M5 ag: 0; M1 ag parental: 0.6; M5 antag: 4; CHRM4 agonist: 0; CHO-K1 Ca antag: 19

# Next section
SMILES,CHRM5 PAM,CHO-K1 Ca PAM,CHRM4 antagonist,M4 PAM,M5 ag,M1 ag parental,M5 antag,CHRM4 agonist,CHO-K1 Ca antag
CCOc1ccccc1C(=O)NCC(=O)NNC(=O)c1cccs1,-3,6,0,3,5,0.5,4,3,-5
O=C(CC1NCCNC1=O)Nc1ccccc1 (configuration not stated),2,6,-7,8,-1,-0.3,3,2,0
CC(=O)c1cccc(S(=O)(=O)NCC(C)(C)N2CCOCC2)c1,3,15,-5,7,-3,-0.1,0,1,-10
COc1ccc(/C(N)=C/C(=O)C(C)(C)C)cc1,2,10,11,-4,1,0.8,-1,0,-4
CC1CCc2c(sc(/N=C/c3cccnc3)c2C(N)=O)C1 (configuration not stated),-7,20,0,9,-4,-0.1,8,1,-11
O=C(CNC(=O)c1cccs1)OCC(=O)c1ccc([N+](=O)[O-])cc1,-17,1,18,-4,3,5.4,16,15,17
NC(=O)c1ccc(NC(=O)c2ccc3c(c2)OCO3)cc1,-3,24,-2,2,3,1.0,-2,2,-20
O=C(CN(C1CCCCC1)S(=O)(=O)c1ccc(Br)cc1)NCc1ccncc1,-1,25,-6,-3,-4,2.5,-6,5,-26
CCN(CC(=O)Nc1cc(Cl)cc(Cl)c1)CC(=O)NC1CCS(=O)(=O)C1 (configuration not stated),13,2,-5,2,-3,0.2,5,2,-8
O=C(NC1CCCCCC1)c1cccc(N2CCCC2=O)c1,5,-6,5,-5,0,-0.1,1,1,32*
CCC(C)c1ccccc1NC(=O)CN(C)CCOc1ccc(Cl)cc1 (configuration not stated),-2,13,-15,-5,-5,-1.2,2,-1,-24
CCc1ccc2c(c1)/C(=N/OC)C(=O)N2,3,-9,-4,2,0,-0.6,-4,0,18
Cc1nc2c(ncn2-c2ccccc2)c(=O)n1NC(=O)CN1CCOCC1,3,12,-6,-11,4,1.4,7,1,2

# 11 entries from above in another layout:
SMILES | CHRM5 PAM | CHO-K1 Ca PAM | CHRM4 antagonist | M4 PAM | M5 ag | M1 ag parental | M5 antag | CHRM4 agonist | CHO-K1 Ca antag
CC(=O)c1cccc(S(=O)(=O)NCC(C)(C)N2CCOCC2)c1 | 3 | 15 | -5 | 7 | -3 | -0.1 | 0 | 1 | -10
COc1ccc(/C(N)=C/C(=O)C(C)(C)C)cc1 | 2 | 10 | 11 | -4 | 1 | 0.8 | -1 | 0 | -4
CC1CCc2c(sc(/N=C/c3cccnc3)c2C(N)=O)C1 (configuration not stated) | -7 | 20 | 0 | 9 | -4 | -0.1 | 8 | 1 | -11
O=C(CNC(=O)c1cccs1)OCC(=O)c1ccc([N+](=O)[O-])cc1 | -17 | 1 | 18 | -4 | 3 | 5.4 | 16 | 15 | 17
NC(=O)c1ccc(NC(=O)c2ccc3c(c2)OCO3)cc1 | -3 | 24 | -2 | 2 | 3 | 1.0 | -2 | 2 | -20
O=C(CN(C1CCCCC1)S(=O)(=O)c1ccc(Br)cc1)NCc1ccncc1 | -1 | 25 | -6 | -3 | -4 | 2.5 | -6 | 5 | -26
CCN(CC(=O)Nc1cc(Cl)cc(Cl)c1)CC(=O)NC1CCS(=O)(=O)C1 (configuration not stated) | 13 | 2 | -5 | 2 | -3 | 0.2 | 5 | 2 | -8
O=C(NC1CCCCCC1)c1cccc(N2CCCC2=O)c1 | 5 | -6 | 5 | -5 | 0 | -0.1 | 1 | 1 | 32*
CCC(C)c1ccccc1NC(=O)CN(C)CCOc1ccc(Cl)cc1 (configuration not stated) | -2 | 13 | -15 | -5 | -5 | -1.2 | 2 | -1 | -24
CCc1ccc2c(c1)/C(=N/OC)C(=O)N2 | 3 | -9 | -4 | 2 | 0 | -0.6 | -4 | 0 | 18
Cc1nc2c(ncn2-c2ccccc2)c(=O)n1NC(=O)CN1CCOCC1 | 3 | 12 | -6 | -11 | 4 | 1.4 | 7 | 1 | 2
